GSIS activator: primary screen for activators of insulin secretion dependent on glucose, INS-1E cells, GLuc reporter luminescence. INS-1E GLuc reporter insulin secretion, 2-3 h. activation, % at 16.6 µM. 370,000 compounds, 0.61% hits;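 active = lowest replicate activation of at least 40%, so every replicate reaches that level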;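 note: 0% = median of neutral control wells and 100% = median of IBMX positive control wells; some compounds called inactive have numbers as strong as hits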
CFTR F508del cor: CFTR F508del correction in bronchial cells. CFBE cells, YFP halide quenching; stimulated with forskolin plus potentiator P3; % fluorescence drop versus neutral controls. activity (quench increase), % at 7.58 µM. 350,000 compounds, 0.36% hits. AID 720511;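 active = mean added fluorescence quench of at least 8% versus neutral control, with both replicates also reaching 8%; inconclusive = only one of the mean or replicate conditions met; inactive = mean below 8% and not both replicates reaching 8%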;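 note: cells transiently co-express mutant CFTR-F508del with the halide-sensitive YFP; corrector assay measuring rescue of mutant channel to the surface after 24 h compound exposure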
DENV2 CPE: DENV2-induced cell death inhibition; DENV2-infected cells, cytopathic effect rescue, plate reader; CPE inhibition, % at 9.99 µM; 350,000 compounds, 1.7% hits; AID 651640; in the data active = CPE inhibition above about 20%, passing the limit was not always enough; inconclusive = no clear call, values can overlap the other calls; tested in BHK-21 cells;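 note: 0% = median of neutral control wells and 100% = median of positive control wells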
Xi reactivation: X-chromosome reactivation activator; activation, % at 7.58 µM; XiGFP mouse fibroblasts, % GFP-positive cells imaging, 3 d; cells co-treated with 5-aza-dC sensitizer; scaled so ellipticine positive control = 100%; 360,000 compounds, 0.055% hits;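 active = mean normalized replicate activation at least 10% and every replicate at or above 10%; inconclusive = only one of the two criteria met; inactive = mean below 10% and not all replicates reach 10%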;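 note: 0% = median of on-plate neutral control wells and 100% = ellipticine 6 µM median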
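material = 68-5-11 XiGFP fibroblast line | medium = DMEM plus 5-aza-dC sensitizer | schedule = 3 days compound exposure | benchmarks = positive control ellipticine, 6 µM final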
ARNT-TACC3 inh: disruptors of human ARNT/TACC3 interaction; AlphaScreen His-ARNT PAS-B/GST-TACC3 binding, luminescence; TACC3 fragment carries E629A point mutation; inhibition, % at 9.99 µM; 390,000 compounds, 0.66% hits; AID 623870;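 active = mean inhibition of replicates at least 50% and at least half of replicates each reaching 50%; inconclusive = half or more replicates reach 50% but mean below 50%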;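 note: 0% = complete ARNT plus TACC3 wells and 100% = ARNT alone without TACC3; many hits fall short of the cut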
PAX8 inh HTS: lowers PAX8-driven luciferase in RMG-I cells | RMG-I TPO-luciferase reporter, SteadyGlo, 24 h | inhibition, % at 12.6 µM | 360,000 compounds, 1.2% hits | AID 652154;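 active = mean replicate inhibition at least 60% with every replicate also reaching 60%; inconclusive = only one of the two criteria is met; inactive = mean below 60% and not all replicates reaching 60%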;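 note: luciferase light reporting Pax8 driven TPO promoter activity; plate controls were median of neutral control wells for no effect and mitoxantrone controls for full effect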
EWS-Fli block: blocks EWS/Fli oncoprotein-driven transcription; A673 NR0B1-luciferase reporter, viability-normalised; inhibition, % at 12.6 µM; 350,000 compounds, 0.67% hits;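 active = mean inhibition of at least 50% after viability correction, with every replicate also passing that limit; inconclusive = mean reaches 50% but only one of two replicates passes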;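 note: firefly luciferase signal divided by Alamar Blue viability fluorescence both relative to DMSO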
ERp5 block: inhibitors of human ERp5. Q15084. ERp5 insulin aggregation, absorbance 650 nm, 90 min. inhibition, % at 9.99 µM. 350,000 compounds, 0.05% hits. AID 651711;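 active = mean replicate inhibition above about 25%, with every replicate also reaching it, limit read from the data, passing the limit was not always enough; inconclusive = only one of those two criteria met; inactive = neither criterion met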
Target sequence (Q15084 whole entry, looked up): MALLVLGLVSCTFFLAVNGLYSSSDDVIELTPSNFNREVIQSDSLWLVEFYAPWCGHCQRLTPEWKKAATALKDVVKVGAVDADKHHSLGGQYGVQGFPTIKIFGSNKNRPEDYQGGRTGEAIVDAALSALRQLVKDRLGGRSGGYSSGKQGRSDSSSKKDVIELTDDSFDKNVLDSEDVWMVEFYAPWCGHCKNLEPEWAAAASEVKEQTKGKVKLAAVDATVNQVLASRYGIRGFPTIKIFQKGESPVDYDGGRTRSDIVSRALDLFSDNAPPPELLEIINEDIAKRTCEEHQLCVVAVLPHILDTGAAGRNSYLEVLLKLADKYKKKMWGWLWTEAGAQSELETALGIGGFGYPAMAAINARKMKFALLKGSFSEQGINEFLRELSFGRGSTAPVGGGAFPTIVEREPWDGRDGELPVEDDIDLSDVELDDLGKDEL
Active calls of the source: *; ? = inconclusive; . = no result given.

SMILES	GSIS activator	CFTR F508del cor	DENV2 CPE	Xi reactivation	ARNT-TACC3 inh	PAX8 inh HTS	EWS-Fli block	ERp5 block
CCCCC(CC)C1OCC(C[N+]2(C)CCOCC2)O1 (stereo not drawn)	0	.	16	0.0	-3	0	5	3
C[C@H](CO)N1C[C@H](C)[C@@H](CN(C)S(=O)(=O)c2ccc(F)cc2)Oc2ccc(NS(=O)(=O)c3ccc(Cl)cc3)cc2CC1=O	-10	-1.1	-1	-0.9	0	18	2	-4
COc1ccc(C(=O)COC(=O)COc2cc(C)cc(C)c2)cc1	20	-1.0	7	0.0	14	-9	2	16
Cc1c(N2C(=O)C3C4C=CC(C5CC45)C3C2=O)c(=O)n(-c2ccccc2)n1C (stereo not drawn)	11	-2.3	?	0.0	-2	-8	14	-10
Cc1ccccc1-c1ccc2c(c1)O[C@H](CN(C)C(=O)Nc1ccccc1)[C@@H](C)CN([C@H](C)CO)S2(=O)=O	-39	1.6	15	-0.7	18	16	38	-4
C[C@H]1CN([C@@H](C)CO)C(=O)c2cc(NC(=O)Cc3cn(C)c4ccccc34)ccc2O[C@@H]1CN(C)Cc1ccc(C(=O)O)cc1	-4	0.2	-9	0.1	-1	7	-2	5
COc1ccc(S(=O)(=O)Nc2cccc3c2O[C@@H](CN(C)S(=O)(=O)c2cccs2)[C@@H](C)CN([C@@H](C)CO)C3=O)cc1	-25	0.2	0	0.1	-1	.	-22	-2
O=Cc1ccc(C(=O)OCC(=O)N2CCCC2)cc1	-6	2.2	-9	-0.1	3	-4	-2	1
O=C(Nc1cc(Cl)ccc1N1CCOCC1)c1ccncc1	5	-0.6	-4	-0.1	3	10	11	-16
CC(C)c1ccc(N(C(=O)c2ccco2)C(C(=O)NC2CCCC2)c2cccnc2)cc1 (stereo not drawn)	-6	1.3	-1	0.3	-2	-7	-2	1
NC(=O)c1nsc(C(=O)N(CCc2ccccc2)C(C(=O)NC2CCCC2)c2ccco2)c1N (stereo not drawn)	-24	-2.1	-2	.	-17	.	8	-3
O=C(NCC[C@H]1CC[C@@H](NC(=O)C2CCC2)[C@H](CO)O1)c1cc(Cl)cc(Cl)c1	-10	-1.3	15	0.6	-1	-6	-1	15
COC(=O)c1ccc(Sc2ccc(C)cc2)c(N)c1	-9	-3.1	7	.	-2	.	-5	-1
Cc1ccc2nc(-c3cccc(Br)c3)cc(C(=O)NC3=NCCS3)c2c1	23	2.1	1	-0.1	-2	-16	-15	3
CCCCCNC(=O)C(c1cc2ccccc2o1)n1c(=O)c(-c2ccco2)nc2ccccc21 (stereo not drawn)	-32	0.4	-16	-0.1	.	-28	-33	7
O=C(/C=C/Nc1ccccc1O)c1ccco1	-33	-2.3	0	1.5	4	-56	-22	-8
CCCN1CCC(NC(=O)Nc2cccc3ccccc23)CC1	.	2.4	0	0.0	4	-22	0	-4
O=C(Cn1cnc([N+](=O)[O-])n1)N/N=C/c1cccc(Cl)c1	22	1.4	1	0.1	.	4	-10	0
CCNC(=O)C[C@@H]1CC[C@H]2[C@@H](COc3ccc(NC(=O)Nc4ccccc4F)cc3C(=O)N2C)O1	-2	3.5	4	0.1	-10	1	1	.
Cc1ccc(Cl)cc1N1CCN(C(=O)c2cccc3c(=O)c(C)c(-c4ccccc4)oc23)CC1	11	.	-3	0.3	.	11	18	2
OCC[C@@H]1C[C@H](O)[C@@H](O)[C@]2(Cc3ccccc3CCO2)O1	-10	1.2	-13	0.0	-11	-27	-4	-4
CCCNC(=O)N[C@H]1CC[C@H](CC(=O)NC2CCCCC2)O[C@@H]1CO	14	-1.1	-5	-0.6	-9	-18	2	-7
CC1(OC(=O)CCc2ccccc2)C(=O)C=C2C=C3CCCN3C=C2C1=O (stereo not drawn)	14	0.1	13	0.1	9	0	-14	6
COc1ccc(NC(=O)CS(=O)CC(=O)N2CCN(C3CCCC3)CC2)cc1 (stereo not drawn)	18	-1.9	1	0.1	-6	-3	-15	-1
O=C(COC(=O)C1CC2CCCC(C1)C2=O)Nc1cccc(F)c1 (stereo not drawn)	-6	-1.6	2	0.1	.	0	2	2
O=C(OCC(=O)N1CCCC1)c1c2c(nc3ccccc13)CCCCC2	-10	0.1	6	0.0	-15	10	8	5
CCn1c(=S)sc2c(=O)n(CC(=O)Nc3ccc(C(C)=O)cc3)c(C)nc21	8	3.1	6	0.0	0	-7	1	2
O=C(COC(=O)c1ccccc1NC(=O)c1ccco1)NC1CC1	-8	0.5	.	-0.1	-4	7	4	4
COc1ccccc1-c1cccc([C@@H]2C[C@H]3[C@H](CON3C)CN2C(C)=O)c1	5	-5.4	3	0.4	31	-4	-2	5
COc1cccc(C2=Nc3cccc4cccc(c34)N2)c1	4	-3.1	-6	0.2	-1	13	-3	3
COc1ccccc1OCCC(=O)OCC(=O)Nc1ccc(S(=O)(=O)N2CCOCC2)cc1	8	0.5	4	0.2	-1	7	3	6
CCN1CCN(c2ccc(NC(=O)c3ccc(Br)o3)cc2)CC1	7	2.9	-5	-0.1	0	-120	.	7
CCn1c(=O)cc(N2CCC3(CC2)OCCO3)[nH]c1=O	.	-3.3	3	0.0	-1	.	-4	6
CC(C)c1nc(CN2CCCCC2)cc(=O)[nH]1	-3	-1.1	1	0.0	-6	-3	-1	4
CS(=O)(=O)N(CCCC(=O)N1CCCCCC1)c1cccc(Cl)c1	-8	-0.4	-3	0.0	3	14	12	3
COC(=O)c1c(C)[nH]c(C=Nc2ccc(OC)cc2)c1C	35	0.9	1	0.2	8	-27	2	-1
CC(NC(=O)/C=C/c1cnc2ccccc2n1)C12CC3CC(CC(C3)C1)C2 (stereo not drawn)	-75	.	-3	0.0	-25	28	8	0
CO[C@@H]1CN(C)C(=O)c2ccc(NS(=O)(=O)c3ccccc3Cl)cc2OC[C@H](C)NC[C@@H]1C	1	-1.0	9	0.1	.	.	3	5
O=C(NCc1ccccc1)c1ccc(NC(=O)C2CC2)cc1	-3	2.1	19	0.0	-1	13	-5	-2
Cc1nn(C)c(C)c1NC(=O)CSc1nnc(C)n1-c1ccccc1	3	0.3	-5	.	-3	.	3	2

Complete entries, quoted from the list. Screens in order: GSIS activator, CFTR F508del cor, DENV2 CPE, Xi reactivation, ARNT-TACC3 inh, PAX8 inh HTS, EWS-Fli block, ERp5 block
Shown for Cc1ccc2nc(-c3cccc(Br)c3)cc(C(=O)NC3=NCCS3)c2c1 = 23, 2.1, 1, -0.1, -2, -16, -15, 3
Shown for Cc1ccc(Cl)cc1N1CCN(C(=O)c2cccc3c(=O)c(C)c(-c4ccccc4)oc23)CC1 = 11, ., -3, 0.3, ., 11, 18, 2
Shown for CC1(OC(=O)CCc2ccccc2)C(=O)C=C2C=C3CCCN3C=C2C1=O (stereo not drawn) = 14, 0.1, 13, 0.1, 9, 0, -14, 6

Carrying on:
SMILES	GSIS activator	CFTR F508del cor	DENV2 CPE	Xi reactivation	ARNT-TACC3 inh	PAX8 inh HTS	EWS-Fli block	ERp5 block
CCC(C)n1[nH]c(=O)cc1N (stereo not drawn)	8	0.6	-6	.	-3	.	-12	-3
COc1cc(C(=O)NNC(=S)NC(=O)c2ccccc2C)cc(OC)c1OC	-14	.	.	0.0	7	31	.	.
CC(=O)Nc1ccc(S(=O)(=O)NNC(=O)NC23CC4CC(CC(C4)C2)C3)cc1	-8	-3.4	5	0.2	26	0	0	-4
C[C@@H]1CN([C@@H](C)CO)C(=O)Cc2cc(NC(=O)NC3CCCCC3)ccc2O[C@@H]1CN(C)C(=O)NC1CCCCC1	7	-1.6	7	0.2	-6	.	9	-1
O=S(=O)(NC[C@H]1CC[C@@H]2NC[C@@H]2O1)c1ccccc1F	.	0.0	0	.	.	.	-14	6
COc1ccc(OCCCC(=O)OCC(=O)Nc2ccc(Cl)cn2)cc1	14	-1.4	-8	0.1	-1	-7	0	3
CC1CCN(C(=O)C(NS(=O)(=O)c2cccc3nsnc23)C(C)C)CC1 (stereo not drawn)	14	-3.8	-6	0.0	-1	3	.	5
Cc1cc(OC(=O)c2cc(Cl)ccc2Cl)c([N+](=O)[O-])c(=O)[nH]1	5	3.2	5	0.3	-4	-7	2	-8
CC(C)(C)C1CCC(=NNC(=O)c2ccc(Br)o2)CC1 (stereo not drawn)	10	.	.	-0.1	2	9	.	.
CC(Sc1ccc(Cl)cc1)C(=O)NNC(=O)c1csc(N2CCOCC2)n1 (stereo not drawn)	-15	2.0	-5	0.0	3	-11	.	0
CCOC(=O)C1(C)CCCCCN1C(=O)c1csnn1 (stereo not drawn)	26	-3.9	-7	0.1	.	19	-9	6
Cc1cc(C)n(/N=C/c2cccs2)c(=O)c1C#N	-4	2.4	-2	0.1	-5	-14	-8	2
CCSc1nnc(NC(=O)Cn2cnc3ccccc3c2=O)s1	20	-3.1	-6	.	-6	17	2	6
C[C@H]1CN([C@@H](C)CO)C(=O)Cc2cc(NS(=O)(=O)c3ccc(Cl)cc3)ccc2O[C@@H]1CN(C)CC1CCCCC1	20	4.6	.	0.0	.	21	-7	.
CCc1ccc(Oc2nnnn2-c2ccc(C(N)=O)cc2)cc1	2	-4.4	-4	0.0	-17	12	5	?
C[C@H]1CN([C@@H](C)CO)C(=O)c2cccc(NS(=O)(=O)c3cccs3)c2O[C@H]1CN(C)Cc1ccc(Cl)c(Cl)c1	-31	-3.6	-6	0.1	1	22	5	-3
CCCC(=O)Nc1ccc2c(c1)C(=O)N(C)C[C@@H](OC)[C@H](C)CN(Cc1cc(-c3ccccc3)on1)[C@H](C)CO2	-5	0.2	-8	0.3	5	36	12	-2
O=S(=O)(c1cccc(NC(=S)N2CCN(c3cccc(Cl)c3)CC2)c1)C(F)F	-18	-3.3	4	0.1	0	18	5	-3
N/C(=N\c1nc(CSc2nnnn2-c2ccccc2)cc(=O)[nH]1)Nc1ccccc1	3	-0.8	6	-0.9	.	40	0	-5
CC(C)C12CN(C(=O)c3ccccc3[N+](=O)[O-])CC(C(C)C)(CN(C(=O)c3ccccc3[N+](=O)[O-])C1)C2=O	.	-0.8	2	0.0	4	10	9	0
COc1cccc(C(=O)Nc2ccc3c(c2)C(=O)N(C)[C@@H]2CC[C@@H](CC(=O)NCCCN4CCOCC4)O[C@H]2CO3)c1	1	.	1	0.2	-5	-27	1	-1
O=C(Nc1ccc2c(c1)[C@H]1C[C@@H](CC(=O)N3CCc4ccccc4C3)O[C@H](CO)[C@H]1O2)C1CCOCC1	1	5.0	-2	0.0	-1	-1	-1	2
O=C(Cc1ccccc1)Nc1cccc(NC(=O)c2ccccc2)c1	-16	1.0	-3	0.2	-1	34	7	0
O=C1C=CN2CCCC2CC1 (stereo not drawn)	.	-1.7	.	0.2	0	-8	-19	5
Cc1ccc2c(=O)n3c(nc2c1)C(Cc1ccc(O)cc1)NC(=O)c1cc2ccccc2cc1-3 (stereo not drawn)	-15	5.4	-15	0.3	.	45	53*	-5
C[C@@H]1CN([C@H](C)CO)C(=O)c2cc(NC(=O)Cc3cn(C)c4ccccc34)ccc2O[C@@H]1CN(C)S(=O)(=O)c1ccccc1	-1	1.4	-2	0.0	-2	-22	-8	9
COc1cc(NC(=O)COc2cccc(C)c2C)ccc1NC(=O)c1ccco1	-2	-0.8	-3	0.2	6	-2	-6	3
CCOC(=O)N(NC(=O)C(O)(CC(C)C)CC(C)C)c1ccccc1	-7	1.7	0	0.1	.	-9	13	0
O=C(Cn1ncc2c3ccccc3n(Cc3ccccc3F)c2c1=O)NCCCN1CCCC1=O	4	1.3	-9	-0.1	0	13	.	-4

Compound activity as filed in PubChem BioAssay.
